miR-122 sensor: miR-122 inhibition in Huh7 cells; Huh7 miR-122 Renilla luciferase sensor, 48 h; neutral wells = 0, positive control = 100; activation (reporter increase), % at 12.5 µM; 340,000 tested, 0.3% active;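 active = mean replicate activation score at least 90 and every replicate individually at or above 90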;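 also: higher luciferase means less miR-122 activity so hits act as miR-122 inhibitors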
Starred values were filed as active, the others as inactive.

SMILES	miR-122 sensor
CCOc1ccc(C(=O)Nc2ccc3c(c2)OCO3)cc1OCC	0.5
Cc1ccc(NCN2C(=O)c3ccccc3C2=O)c(C)c1	3.4
O=C(Nc1ccc2c(c1)OCCO2)c1ccccc1	-7.3
CCS(=O)(=O)Nc1ccc2c(c1)N(C(C)=O)c1ccccc1CC2	1.0
COc1ccc(N2C(C(C)=O)=NN(c3ccccc3)C2c2cccs2)cc1 (configuration not stated)	3.6
CCNC(=O)CN1C(=O)NC(CCc2ccccc2)C1=O (configuration not stated)	-3.4
CC(C)OCCCn1c(=NC(=O)c2ccncc2)c(C#N)cc2c(=O)n3ccccc3nc21	1.3
Cc1cc2cc(CN(Cc3ccco3)C(=O)NCc3ccccc3)c(=O)[nH]c2cc1C	-1.4
N=c1nc(-c2ccccc2)ccn1O	5.0
CCN(CC)CCCNC(=O)c1nn(-c2ccccc2OC)c(=O)c2ccccc12	-1.5
COc1cc(C2C(C(C)=O)=C(O)C(=O)N2CCc2ccc(OC)c(OC)c2)ccc1O (configuration not stated)	-4.0
O=c1cc(-c2ccc(Cl)cc2)[nH][nH]1	10.8
Cc1cc2ncn(C(=O)N3CCC(C)CC3)c2cc1C	-2.9
Cc1nn(C(=O)c2ccco2)c(C)c1Sc1ccc([N+](=O)[O-])cc1	-3.0
O=C(CN1CCN(CC(=O)c2ccc(F)cc2)CC1)Nc1ccccc1Cl	2.7
O=C(NCCC1=CCCCC1)c1cnccn1	3.7
Cc1nc2cc(-n3ccc(=O)cc3)ccc2n1-c1ccccc1	-0.3
CCOc1cc(C)c(Cl)cc1S(=O)(=O)N1CCCC1	38.0
O=C(NCCCn1ccnc1)C1c2ccccc2Oc2ccccc21	3.1
CCCC(=O)N(c1ccc2oc(=O)sc2c1)S(=O)(=O)c1ccccc1	-3.4
c1ccc(Cc2nnc3sc(-c4ccncc4)nn23)cc1	9.0
CC(=O)OCCN1C(=O)c2cccnc2C1=O	-4.1
COc1ccccc1-c1noc(CCC(=O)Nc2cccc(C)c2)n1	6.9
COc1ccc(C)cc1S(=O)(=O)Nc1cccc(SC)c1	165.5*
COc1ccc(OC)c(NC(=O)CNC(=O)Cn2cnc3ccccc3c2=O)c1	1.0
COC(=O)c1ccccc1NC(=O)CSc1nnc(C(CO)NC(=O)c2ccccc2Cl)n1C (configuration not stated)	3.9
O=C(OC(C(=O)NCC1CCCO1)c1ccc(F)cc1)c1cccs1 (configuration not stated)	0.8
COC(=O)C1C(=O)C2=C(CC1C)NC(=O)CC2c1cccc(C)c1 (configuration not stated)	-0.1
O=C(CCc1nc(-c2ccccc2)no1)N1CCCC1	2.0
O=C(CSc1ncn[nH]1)NC1CC2CCC1C2 (configuration not stated)	-2.0
COc1ccc(-c2ccc3c(c2)S(=O)(=O)c2cccc(C(=O)NCc4cc(C)oc4C(F)(F)F)c2C3=O)cc1OC	-6.8
O=C(CCN1c2ccccc2Sc2ccccc21)OCc1nnc(-c2ccccc2)o1	1.5
COCCCNC(=O)CN(c1cccc(Cl)c1C)S(C)(=O)=O	-2.3
CC1=NN(c2ccc(C)cc2C)C(=O)C1C(c1ccccc1)C1C(=O)N(c2ccc(C)cc2C)N=C1C (configuration not stated)	-5.8
CCOC(=O)C(Oc1ccc2c(-c3ccc(OC)cc3)cc(=O)oc2c1C)c1ccccc1 (configuration not stated)	-13.0
N#Cc1nc(-c2ccco2)oc1N1CCN(Cc2ccccc2)CC1	2.0
Cc1cnc(C)c(N2CCC(C(=O)NCc3cccs3)CC2)n1	1.6
c1ccc(CN2CCN(c3nc(-c4ccccn4)nc4ccccc34)CC2)cc1	1.2
O=C(c1cc2c(s1)CCCC2)N1CCN(C(=O)C2CCCO2)CC1 (configuration not stated)	-2.9
O=S(=O)(c1cccc(C(F)(F)F)c1)N1CCN(S(=O)(=O)c2ccc3c(c2)OCCO3)CC1	-2.3
Cc1cc(C(F)(F)F)nn1CC(=O)NNC(=S)NCC(C)C	-2.4
Cc1ccc(S(=O)(=O)NCCC(=O)Nc2ccc3c(c2)OCO3)cc1	23.7
COc1cc(/C=C(/C#N)c2nc3ccccc3[nH]2)ccc1OC(=O)c1ccco1	6.2
C=CCNCCCCOc1ccc(C)cc1[N+](=O)[O-]	-6.0
Cn1nc(C(=O)N2CCc3ccccc3C2)c2ccccc2c1=O	-6.9

Another view of four compounds above.
miR-122 sensor	structure
1.5	O=C(CCN1c2ccccc2Sc2ccccc21)OCc1nnc(-c2ccccc2)o1
-2.3	COCCCNC(=O)CN(c1cccc(Cl)c1C)S(C)(=O)=O
-5.8	CC1=NN(c2ccc(C)cc2C)C(=O)C1C(c1ccccc1)C1C(=O)N(c2ccc(C)cc2C)N=C1C (configuration not stated)
-13.0	CCOC(=O)C(Oc1ccc2c(-c3ccc(OC)cc3)cc(=O)oc2c1C)c1ccccc1 (configuration not stated)

Arranged by heavy-atom count (largest number first): some entries from above.
SMILES	miR-122 sensor
COc1ccc(-c2ccc3c(c2)S(=O)(=O)c2cccc(C(=O)NCc4cc(C)oc4C(F)(F)F)c2C3=O)cc1OC	-6.8
CC1=NN(c2ccc(C)cc2C)C(=O)C1C(c1ccccc1)C1C(=O)N(c2ccc(C)cc2C)N=C1C (configuration not stated)	-5.8
O=S(=O)(c1cccc(C(F)(F)F)c1)N1CCN(S(=O)(=O)c2ccc3c(c2)OCCO3)CC1	-2.3
Cc1ccc(S(=O)(=O)NCCC(=O)Nc2ccc3c(c2)OCO3)cc1	23.7

Next part.
SMILES	miR-122 sensor
Cc1cccnc1NC(=O)CSc1nnc(Cc2ccccc2)o1	-8.7
O=C(CN1CCN(Cc2ccccc2)CC1)NC(=O)NCc1ccco1	-12.2
O=C(NNC(=O)c1cc(O)c(O)c(O)c1)NC1CCCCC1	4.4
Cc1nc(N2CCN(C(=O)c3ccco3)CC2)c2c3c(sc2n1)CCC3	-1.9
Cc1cc(C)c(C(=O)OCCNC(=O)c2cccnc2)cc1C	1.0
Cc1cccc(N2CN=c3s/c(=C\c4ccncc4)c(=O)n3C2)c1	-2.2
CCOC(=O)c1oc2cccc(OCC(O)CNC(C)C)c2c1C (configuration not stated)	-2.3
COc1ccc(S(=O)(=O)N2c3cc(Cl)ccc3Oc3nc4ccccc4nc32)cc1	23.3
CN(c1ccc(C(=O)NCc2cccnc2)cc1)S(C)(=O)=O	-1.2
COC(=O)c1oc2ccc(Br)cc2c1NC(=O)c1ccccc1	1.1
Cc1ccc(OCC(=O)O/N=C(\N)Cc2cccs2)cc1C	-4.2
Cc1ccc(S(=O)(=O)N(C)Cc2ccc(-c3nnco3)cc2)cc1	4.9
COc1ccc([N+](=O)[O-])cc1COc1cc(C)cc2oc(=O)cc(-c3ccccc3)c12	-3.0
Cc1cc(C(=O)NCc2cc(C)n(C)n2)sc1-c1ccccc1	-5.9
CCOC(=O)CNC(=O)CSc1nc2ncc(Br)cc2[nH]1	-3.2
O=C(CCc1nc(-c2ccccc2F)no1)NCCN1CCOCC1	-1.5
O=C(Cn1c(=O)oc2cc(S(=O)(=O)N3CCCC3)ccc21)Nc1ccccc1Br	15.2
Cc1cc(-c2nnco2)c(C)n1-c1ccccc1	-3.8
CCOC(=O)c1nnc(-c2ccc(C)cc2)nc1Oc1ccc(Cl)cc1Cl	2.8
CN(C)c1ccc(CNC2CC(C)(C)NC(C)(C)C2)cc1	-7.7
CC(C)(C)c1cc(C2=CSC3=NCCN23)cc(C(C)(C)C)c1O	-3.6
COc1ccc(-c2csc3ncnc(NCCN4CCOCC4)c23)cc1	11.1
COCCn1c(=S)[nH]c2ccc(N(C)C)cc2c1=O	1.9
CCCn1c(SCC(=O)NCCc2ccc(OC)c(OC)c2)nc2c1c(=O)n(C)c(=O)n2C	0.3
CCCCCN(C(=O)NC(=O)Nn1cnnc1)S(C)(=O)=O	-1.7
COc1ccc(CN(C(=O)CSc2nnc(-c3ccccc3F)o2)c2ccc(F)cc2)cc1	-4.6
O=C1NC(c2ccco2)Nc2ccccc21 (configuration not stated)	1.3
Cc1nnc(NC(=O)CSc2nnc(-c3ccc(S(=O)(=O)N4CCCC4)cc3)n2C)s1	-6.5
Cc1ccc(S(=O)(=O)Cn2nnnc2CN2CCN(C(=O)c3ccco3)CC2)cc1	-5.6
COc1ccc(NC(=O)c2cc(S(=O)(=O)N3CCS(=O)(=O)CC3)ccc2Cl)cc1	-7.4
O=[N+]([O-])c1ccc(Oc2ccc(S(=O)(=O)Nc3ccccc3)cc2)cc1	-3.1
COc1ccc(N=C2SC(CC(=O)Nc3ccccc3)C(=O)N2CC2CCCO2)cc1 (configuration not stated)	29.6
C/C(=N/NC(=O)CNc1ccc(C)cc1)c1ccc(Cl)cc1	5.2
Cc1ccc(S(=O)(=O)CNC(=O)c2ccccc2)cc1	-9.9
COCCNC(=O)c1sc2ncn(CC(=O)N3CCCCC3)c(=O)c2c1C	2.6
Cc1nc2ccccc2c(=O)n1CCCn1ccnc1	-3.5
Cc1cc2ccccc2c(=O)n1CC(=O)NCC(=O)N1CCCC1	-4.2
CN(CC(=O)NCCCN1CCOCC1)S(=O)(=O)c1ccc(Br)cc1	-1.0
Cc1cc(C)cc(N(CC(=O)N2CCC(C)CC2)S(C)(=O)=O)c1	3.9
COc1cc2c(cc1OC)CN(c1ccc(-c3ccccc3OC)nn1)CC2	-5.5
CCc1c(C)nc2cc(C)[nH]n2c1=O	-1.0
CCCCNC(=O)C1CC(=O)N(C2CCCCC2)C1 (configuration not stated)	-5.2
CCOc1c(OC)cc(C2C(C#N)=C(N)Oc3n[nH]c(-c4ccncc4)c32)cc1OC (configuration not stated)	-6.6
Cc1nc2ccc(-c3ccccc3)cc2o1	2.7
CC(=O)c1c(N2CCC(C(N)=O)CC2)nc(=S)n(-c2ccccc2)c1C	1.1

Next part.
Molecule	miR-122 sensor
CCOC1(OCC)N=C(N)C2(C#N)C(c3cccc(C)c3)C12C#N (configuration not stated)	1.4
Cc1ccc(S(=O)(=O)c2nc(NC3CCS(=O)(=O)C3)sc2Cl)cc1 (configuration not stated)	2.9
Cc1cccc(N2CC(C(=O)OCC(=O)c3ccc(OC(=O)c4cccs4)cc3)CC2=O)c1C (configuration not stated)	2.1
CC(C)n1nnnc1C(c1ccc(F)cc1)N1CCN(C2CCCC2)CC1 (configuration not stated)	4.4
Cc1ccccc1N(CC(=O)NCC1CCCO1)C(=O)C1(C)CC(=O)N=C2C=CC=CN21 (configuration not stated)	3.8
O=C(CSc1ccccc1)NCCCN1CCOCC1	-4.4
Cn1c(=O)c2c(n(C)c1=O)=NC1(CCCCC1)ON=2	-9.4
COc1ccc(C2NC(=S)N3C(c4ccc(OC)cc4)NC(=S)N23)cc1 (configuration not stated)	-2.8
CCCOc1ccc(C(C)=O)cc1CC(C(N)=O)C(N)=O	-0.3
CCOC(=O)C1CCN(S(=O)(=O)c2ccc3c(c2)CCN3C(=O)C2CCC2)CC1	-7.4
CC1=CCC2C(=O)N(c3cc(C)on3)C(=O)C2C1 (configuration not stated)	1.8
CCOc1ccc(N2C(=O)CC(N3CCN(C4CCc5ccccc5C4)CC3)C2=O)cc1 (configuration not stated)	3.8
O=S(=O)(/C=C/c1ccccc1)c1ccccc1	4.2
Cc1onc(-c2ccccc2)c1C(=O)NC(CC(=O)O)c1ccc(OC(C)C)cc1 (configuration not stated)	-19.0
COC(=O)c1ccc(C(C(=O)NCc2ccccc2)N(Cc2ccco2)C(=O)c2cnccn2)cc1 (configuration not stated)	-2.9
O=C(NCc1nc2ccccc2[nH]1)c1ccco1	-5.5
CSc1nc(N)nc(SCCS(=O)(=O)c2ccc(Cl)cc2)c1C#N	-5.5
CCCc1nc2n[nH]c(N)c2c2c1CCCC2	-15.2
NC(=O)Nc1ccc(Oc2c(F)c(F)c(F)c(F)c2F)cc1	-3.9
O=S(=O)(c1ccc(Cl)s1)N1CCC(Cc2ccccc2)CC1	-2.8
CCN1C(=O)CC(N2CCC(Nc3ccc(OC)cc3)CC2)C1=O (configuration not stated)	-5.5
O=S(=O)(NCC1CCCO1)c1ccc2oc3ccc(S(=O)(=O)NCC4CCCO4)cc3c2c1 (configuration not stated)	57.8
Cc1cc2c(=O)n(CC(=O)N3CCN(c4ccccc4)CC3)cnc2s1	-5.9
O=C(Cn1ncc2ccccc21)N1CCN(c2cccc(C(F)(F)F)c2)CC1	-10.0
CC(C)COP(=O)(OCC(C)C)C(Nc1ccccc1)c1ccc2c(c1)OCO2 (configuration not stated)	-1.3
O=C(O)c1[nH]c2ccc(Cl)cc2c1CC(=O)N1CCN(c2ccccc2)CC1	2.9
CN(CC(N)=O)S(=O)(=O)c1ccc(F)cc1	-6.3
Cc1nc(CS(=O)(=O)c2ccc(Cl)cc2)cc(Sc2ccccc2Cl)n1	-1.7
O=C1C2=C(c3ccccc31)[N+](=O)C1CCCCC1N2[O-] (configuration not stated)	-1.8
S=c1nc(-c2ccccc2)n(CCCN2CCOCC2)c2c1CCCC2	-2.2
CCCn1c(C(O)c2cc(OC)ccc2OC)nc2ccccc21 (configuration not stated)	-1.0
CC(C)(C)OC(=O)NCC(=O)N1CCC(C(=O)O)CC1	0.5
O=c1c2ccsc2ncn1Cc1ccc(Cl)cc1	-6.6
COCCNC(=O)C(c1ccc(O)cc1)N(Cc1ccco1)C(=O)CCC(=O)Nc1nccs1 (configuration not stated)	-5.7
Cn1nnnc1SCCNCc1ccncc1	-4.2
CCN1C=C(Cc2cccs2)C2=C(C1)C(c1cccs1)C(C#N)=C(N)O2 (configuration not stated)	13.9
CCS(=O)(=O)c1nc(NC(C)=O)n[nH]1	-2.7
CC(=O)Nc1cccc(NC(=O)c2c(-c3ccccc3)noc2C)c1	-0.5
CCc1nc(OCC(=O)c2ccccc2)c(C#N)c2c1COC(C)(C)C2	7.3
CCC(c1nnnn1C(C)C)N1CCN(C2CCCC2)CC1 (configuration not stated)	6.4
Cc1cc2c(cc1C)NC(c1nc3ccccc3[nH]1)C1=C(CC(C)(C)CC1=O)N2 (configuration not stated)	6.2
O=C(c1ccccc1)c1cc2ccc(O)cc2oc1=O	5.3

Screening data (PubChem)

These rows are one share of the data; rates above refer to the full screens.
